PAX8 reporter = inhibitors of PAX8-driven TPO luciferase reporter, primary screen, RMG-I cells, single concentration; 360,000 compounds, 1.2% hits; inhibition, % at 12.6 µM; SteadyGlo, 24 h;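 active means mean replicate inhibition at least 60% with every replicate also reaching 60%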;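 further: luciferase light reporting Pax8 driven TPO promoter activity; plate controls were median of neutral control wells for no effect and mitoxantrone controls for full effect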
Cneo AK release = Cryptococcus neoformans cell lysis inducers, primary screen, AK release luminescence, single concentration; 360,000 compounds, 0.2% hits; lysis activity, % at 15 µM; AID 651654, 2012; C. neoformans lysis, adenylate kinase release luminescence, 4 h; normalised: neutral wells 0, clomiphene wells 100;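 active means mean lysis activity across replicates of at least 80%, whatever share of replicates individually reach that level; inactive means mean lysis activity below 80%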
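read-out = cell lysis signal | test system = log-phase Cryptococcus neoformans yeast cells | input = cells at 5 × 10^6 per mL | medium = fresh YPD growth medium | signal = luminescent adenylate kinase detection reagent | timing = 4 h at 37 °C static, read 1 h later | dosing = single dose | controls = Clomiphene as positive lysis control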
EWS-Fli inh = EWS/Fli-driven NR0B1 reporter inhibitors, primary screen, A673 cells, NR0B1 luciferase, luminescence, MLPCN library | viability-normalised | inhibition, % at 12.6 µM | 350,000 compounds, 0.67% hits;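 active means mean inhibition of at least 50% after viability correction, with every replicate also passing that limit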;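 further: firefly luciferase signal divided by Alamar Blue viability fluorescence both relative to DMSO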
miR122 inh = miR-122 Renilla sensor signal increase in Huh7, primary screen, miR-122 inhibitor project, cell-based, single point, plate reader. Huh7 miR-122 Renilla luciferase sensor, 48 h; neutral wells = 0, positive control = 100. activation (reporter increase), % at 12.5 µM. 340,000 compounds, 0.3% hits;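 active means mean replicate activation score at least 90 and every replicate individually at or above 90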;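 further: higher luciferase means less miR-122 activity so hits act as miR-122 inhibitors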
LGR2 antag = inhibitors of bursicon-induced LGR2 CRE-luciferase signal, primary screen, cell-based, HEK293, CRE-luciferase reporter, bursicon stimulation; Drosophila bursicon receptor LGR2 (rickets); bursicon-stimulated, 4 h; inhibition, % at 9.99 µM; 380,000 compounds, 0.35% hits;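 active means drop in luminescence signal, shown as inhibition above about 50% in the replicate tests, limit read from the data, passing the limit was not always enough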;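 further: agonist challenge used bursicon conditioned medium at about half maximal strength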
FN deposit inh = inhibitors of fibronectin matrix deposition, primary screen, AH1F cells, Alexa488-fibronectin fluorescence, plate reader; AH1F fibroblasts, overnight; 350,000 compounds, 0.086% hits; inhibition, % at 12.6 µM;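 active means mean inhibition across replicates of 30% or more, regardless of how many single replicates reach that level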;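 further: positive control wells lacked labelled fibronectin entirely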
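Assay system: AH1F fibroblasts / Quantity: 10000 cells per well / Medium: DMEM plus 2% serum, read in PBS / Reagent: labelled fibronectin 24 nM / Dosing: single dose, pinned / Times: 1 h cell attachment, overnight exposure to compound and label / Signal: fluorescence, ex 485 nm, em 525 nm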
PGC1a acetyl inh = inhibitors of PGC1a acetylation signal, primary screen, cell-based, U2OS, AlphaScreen, inhibitor mode; AlphaScreen anti-acetyl-lysine; with virally co-expressed GCN5 acetyltransferase; inhibition, % at 15.6 µM; 350,000 compounds, 0.17% hits;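 active means every replicate shows inhibition of at least 40%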;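 further: 0% = neutral control wells and 100% = positive control wells; some results beyond the cut were filed as inactive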
CASP6 VEID inh = human caspase-6 inhibitors, primary screen, biochemical, VEID-R110 fluorescence, single point, set 2; P55212; purified caspase-6, Z-VEID-R110 cleavage fluorescence; inhibition, % at 12.5 µM; 350,000 compounds, 0.53% hits; AID 686996, 2013;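 active means mean inhibition across replicates at least about 35%, with every replicate also reaching that limit, limit read from the data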;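 further: 0% = median of neutral control wells and 100% = no fluorescence left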
Target sequence (P55212 24-179 limits assumed): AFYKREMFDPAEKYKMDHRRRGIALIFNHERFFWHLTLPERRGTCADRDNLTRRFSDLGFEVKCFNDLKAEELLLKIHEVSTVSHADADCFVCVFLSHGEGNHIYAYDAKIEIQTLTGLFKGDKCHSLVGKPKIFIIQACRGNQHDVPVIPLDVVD
Target sequence (P55212 194-293 limits assumed): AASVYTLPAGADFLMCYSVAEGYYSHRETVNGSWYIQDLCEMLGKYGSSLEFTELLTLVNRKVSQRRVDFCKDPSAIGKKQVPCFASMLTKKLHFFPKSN
Numbers without * were called inactive; · = not tested or not shown; & = joins results of further samples; [ ] = dose if it differs, or a comment.

SMILES	PAX8 reporter	Cneo AK release	EWS-Fli inh	miR122 inh	LGR2 antag	FN deposit inh	PGC1a acetyl inh	CASP6 VEID inh
O=C(Nc1cc2c3c(c1)CC(=O)N3CCC2)c1ccc(Cl)cc1	-46	0	-30	·	1	-3	·	1
O=C(C[C@@H]1CC[C@H]2[C@@H](COC[C@@H](O)CN2C(=O)c2ccccc2F)O1)NCc1ccccc1	-9	0	-8	6[16.7 µM]	0	-3	7	0
O=C(CNC(=O)c1cccs1)NCC(=O)OCC(=O)c1ccc([N+](=O)[O-])cc1	-2	·	2	·	-7	2	-2	0
O=C(O)c1cccc(N2C(=O)CSC2c2ccccc2)c1 (configuration not stated)	-6	3	1	-6	-13	7	·	0
COc1cc(C(=O)N2CCCC(C)(C(=O)NS(=O)(=O)C3CC3)C2)cc(OC)c1OC (configuration not stated)	-19	-13	-6	-5	·	-4	-1	-3
CCC(C)(C)C1CCc2[nH]nc(C(=O)NCc3ccc(Cl)cc3)c2C1 (configuration not stated)	-2	-1	1	2	1	-4	6	-1
Cc1ccc(S(=O)(=O)N(C)C[C@@H]2Oc3ccc(NC(=O)C4CC4)cc3CC(=O)N([C@H](C)CO)C[C@@H]2C)cc1	-10	0	2	-2[16.7 µM]	-12	·	4	-1
C[C@@H]1CCCCO[C@H](CN(C)Cc2ccncc2)[C@H](C)CN([C@@H](C)CO)C(=O)c2cc(NC(=O)Nc3cccc4ccccc34)ccc2O1	·	-2	1	5[16.7 µM]	10	·	6	0
CNC(=O)C1CC(=O)N(CCc2ccc(C)cc2)C1 (configuration not stated)	-7	-6	-12	0	19	4	-6	6
C[C@@H]1CCCCO[C@H](CN(C)C(=O)c2ccccc2)[C@H](C)CN([C@@H](C)CO)C(=O)c2cc(NS(=O)(=O)c3cn(C)cn3)ccc2O1	-6	15	1	3[16.7 µM]	1	-2	-8	-3
CCCc1ccc(OCc2ccc(C(=O)NN)o2)c(OC)c1	-140	-1	-45	·	-120	-23	3	0
CC(C)(C)NC(=O)N1CCC(CO)(Cc2ccccc2Cl)CC1	21	-6	6	3	9	4	3	-4
Cc1cc(C(=O)Nc2ccc(Cl)cc2)c(C)n1Cc1cccs1	-115	·	-62	·	-16	-3	·	-3
Cc1ccc(S(=O)(=O)N2CCC(=O)N(C(CO)C(C)C)CC2)cc1 (configuration not stated)	17	3	1	2	-4	10	1	7
Cc1cc(Nc2ccc(Br)cc2)n2nc(C)nc2n1	1	0	6	·	-7	-5	·	0
C[C@@H]1CN([C@H](C)CO)S(=O)(=O)c2ccc(C#CCN(C)C)cc2O[C@H]1CN(C)C(=O)Nc1ccccc1F	·	54	-1	3[16.7 µM]	-2	·	-6	0
CCOc1ccccc1Nc1ncnc2ccc(Br)cc12	10	·	1	·	19	-7	·	-2
Cn1c(=O)c2c(nc(NCCCO)n2C/C=C/c2ccccc2)n(C)c1=O	·	3	·	-6	-17	·	-7	·
COc1ccccc1-c1ccc2c(c1)O[C@H](CN(C)C)[C@@H](C)CN([C@@H](C)CO)S2(=O)=O	·	-2	7	54[16.7 µM]	6	0	-7	1
Cc1sc2nc(CN3CCCC3)nc(N3CCN(S(=O)(=O)c4cccs4)CC3)c2c1C	-1	-2	·	0	·	-9	-8	·
O=C(COC(=O)CCC(=O)c1ccc2c(c1)OCCO2)NCc1ccc2c(c1)OCO2	-1	-3	·	-12	·	0	8	·
C/C(CC(=O)Nc1ccccc1C)=N\NC(=O)Cc1csc(N)n1	-2	·	·	2	·	4	7	·
CCC(=O)N(C)C[C@@H]1Oc2ncc(C#CC3(O)CCCC3)cc2C(=O)N([C@H](C)CO)C[C@H]1C	1	-3	-1	8[16.7 µM]	-18	·	-8	0
CCN(CC)S(=O)(=O)c1cccc(-c2nnc(SCCOc3ccc(Cl)cc3)o2)c1	15	-1	·	-2	·	3	-5	·
O=C(c1ccc(F)cc1)N1CC(=O)N2[C@H](C1)[C@H](c1ccc(C#CC3CC3)cc1)[C@@H]2CO	3	·	-3	·	23	3	1	2
CC(=O)N1CCN(CC(O)Cn2c3ccccc3c3ccccc32)CC1 (configuration not stated)	2	-1	12	-2	12	-4	20	0
Cc1ccc(C)c(OCc2cc(C(=O)N3CCN(c4cnccn4)CC3)no2)c1	-5	1	-10	-5	2	-3	0	-1
CC1(C)Cc2ccccc2-c2nnc(SCC(=O)Nc3nc4ccccc4s3)n21	·	-2	·	6	·	4	-42	·
O=C(OCc1ccccc1)N1CCC2CC1c1cc(N3CCOCC3)ccc12 (configuration not stated)	-44	0	-19	1	-43	4	-7	0
CSCCC1NC2(C(=O)Nc3c(Cl)cccc32)[C@@H]2C(=O)N(C3CCCC3)C(=O)[C@H]12 (some centres not stated)	22	1	·	-4	28	3	10	15

Four entries already listed, ordered by the value under CASP6 VEID inh, descending:
SMILES,CASP6 VEID inh
CSCCC1NC2(C(=O)Nc3c(Cl)cccc32)[C@@H]2C(=O)N(C3CCCC3)C(=O)[C@H]12 (some centres not stated),15
O=C(OCc1ccccc1)N1CCC2CC1c1cc(N3CCOCC3)ccc12 (configuration not stated),0
Cc1ccc(C)c(OCc2cc(C(=O)N3CCN(c4cnccn4)CC3)no2)c1,-1
CCOc1ccccc1Nc1ncnc2ccc(Br)cc12,-2

Later entries:
SMILES	PAX8 reporter	Cneo AK release	EWS-Fli inh	miR122 inh	LGR2 antag	FN deposit inh	PGC1a acetyl inh	CASP6 VEID inh
Cc1c([N+](=O)[O-])cc(S(=O)(=O)Nc2ccc(-c3ccc(N4CCCC4)nn3)cc2)cc1[N+](=O)[O-]	-15	0	-12	12	-8	0	5	4
Cc1ccccc1NNC(N)=S	4	·	7	·	1	2	-2	-2
COCCNC(=O)C1(S(=O)(=O)c2ccccc2)CC=CC1	-16	0	-31	1	-24	-21	-1	1
Cc1ccc(C(=O)Nc2ncc(C)s2)s1	2	-3	4	9	-3	2	·	-2
NCC[C@H]1CC[C@@H](NC(=O)C2CC2)[C@@H](CO)O1	·	·	7	·	2	1	·	1
COc1cc2[nH]c(=O)n(CCC(=O)N3CCN(c4cccc(C)c4C)CC3)c(=O)c2cc1OC	-4	-1	·	2	·	-1	-19	·
COc1ccc(Nc2cc(C(=O)NCc3ccco3)c3ccccc3n2)c(OC)c1	·	-3	·	0	-5	·	4	·
NC(=S)N=Nc1c(O)[nH]c2c(Br)cc(Br)cc12	8	·	13	-1	-1	-4	5	0
COC(=O)c1cnn(-c2ccccc2)c1C(OC)OC	-5	-2	13	4	0	-8	4	-1
O=C1c2cccnc2C(O)N1Cc1ccccc1 (configuration not stated)	·	-1	3	-3	3	·	-20	4
Nn1c(SCc2ccccc2F)nnc1-c1cccnc1	-116	0	-72	7	-20	15	-1	-1
C[C@H](CO)N1C[C@H](C)[C@@H](CN(C)S(=O)(=O)c2ccccc2)Oc2ccc(NS(=O)(=O)c3ccc(F)cc3)cc2C1=O	-21&-8	0	12&3	5	-9&-2	-3	-6&3	2&0
O=C(CNc1cc(S(=O)(=O)N2CCOCC2)ccc1NCC1CCCO1)Nc1cccc(F)c1 (configuration not stated)	5	0	·	-5	-11	1	-6	5
O=C(NCCCN1CCCC1)c1[nH]c(C(F)(F)F)nc1-c1ccccc1	-34	-1	-8	2	-4	3	6	-25
COc1ccc(OCCC(=O)OCC(=O)Nc2ccc(S(=O)(=O)N3CCOCC3)cc2)cc1	6	·	2	·	-2	-8	·	-1

A run of entries from the list above:
SMILES	PAX8 reporter	Cneo AK release	EWS-Fli inh	miR122 inh	LGR2 antag	FN deposit inh	PGC1a acetyl inh	CASP6 VEID inh
Cc1c([N+](=O)[O-])cc(S(=O)(=O)Nc2ccc(-c3ccc(N4CCCC4)nn3)cc2)cc1[N+](=O)[O-]	-15	0	-12	12	-8	0	5	4
Cc1ccccc1NNC(N)=S	4	·	7	·	1	2	-2	-2

(more compounds)
SMILES	PAX8 reporter	Cneo AK release	EWS-Fli inh	miR122 inh	LGR2 antag	FN deposit inh	PGC1a acetyl inh	CASP6 VEID inh
CN1C(C)(C)CC(O)(C(=O)O)CC1(C)C	0	·	1	·	-2	-4	·	0
O=C(C[C@@H]1CC[C@@H]2[C@H](COC[C@H](O)CN2C(=O)C2CCCC2)O1)NCc1ccncc1	-46	6	2	48[16.7 µM]	10	6	30	0
COc1cccc(CNC(=O)CSCc2cnn(-c3ccccc3)c2-n2cccc2)c1	·	-5	·	13	·	4	-14	·
O=C(Nc1ccccc1Cl)c1ccc(C(=O)Nc2ccccc2Cl)cc1	-15	·	4	·	2	0	·	1
CCOc1ccccc1NC(=O)c1c(NC(=O)CCC(=O)O)sc2c1CCCCC2	7	·	8	·	-32	33*	-15	7
CN(C)CC(=O)N1[C@@H](C#N)[C@@H](c2ccc(-c3ccc(C(=O)N(C)C)cc3)cc2)[C@@H]1CO	-11	-2	-5	·	6	-11	5	0
Fc1cc(F)c2nc(N3CCCCC3)sc2c1	-173	0	·	-1	·	-4	0	·
O=C(C[C@H]1C[C@H]2c3cc(NC(=O)c4cccnc4)ccc3O[C@H]2[C@@H](CO)O1)NCc1cc(F)ccc1F	-12	12	3	2[16.7 µM]	16	-5	-2	1
Cc1cc(C)nc(NC(=O)c2c(Cl)cccc2Cl)n1	-2	2	11	·	-18	2	24	-1
CN(C(=O)CC1C(=O)NCCN1Cc1cccc(F)c1F)C1CC(C)(C)NC(C)(C)C1 (configuration not stated)	-43	0	-2	2	0	0	1	-7
Cn1c(-c2sccc2OCc2ccc(Cl)cc2Cl)n[nH]c1=S	18	·	-2	·	-8	-15	-15	6
OCc1cn(-c2ccc(Cl)cc2)nn1	-5	-1	2	2	-6	-7	10	1
Cc1nc(SCCOc2ccccc2F)[nH]c(=O)c1Cc1ccccc1	-108	·	-62	·	-40	-4	0	-13
CN(CC(=O)N1CCc2ccccc2C1)c1ccccc1	-4	2	-20	-2	-5	-1	0	-4
CCS(=O)(=O)Nc1ccc2c(c1)C(=O)N(C)C[C@H](OC)[C@H](C)CN(C(=O)C1CCC1)[C@@H](C)CO2	-15	·	-12	·	14	·	8	·
COc1cccc(-c2ccc3c(c2)O[C@H](CN(C)Cc2cccnc2)[C@@H](C)CN([C@@H](C)CO)S3(=O)=O)c1	56	1	11	20[16.7 µM]	-12	19	-12	0
CCC(C)c1ccccc1NC(=O)c1cccnc1 (configuration not stated)	·	-2	1	17	-11	·	6	-5
COc1ccc(C(=O)c2oc3ccccc3c2NC(C)=O)cc1	-31	-3	·	5	·	-9	-1	·
COCC(=O)Nc1ccc2c(c1)C(=O)N(C)[C@@H]1CC[C@H](CC(=O)NCc3cccc(F)c3)O[C@@H]1CO2	-5	4	2	25[16.7 µM]	-9	-20	-5	·
CN1CCN(C2CN(Cc3cn(Cc4ccccc4)nn3)S(=O)(=O)C2)CC1 (configuration not stated)	14	·	-6	·	-9	-14	·	-13
COc1ccccc1C(=O)NC(=O)CSc1nncn1C	-9	5	2	0	-14	·	·	1
O=S1(=O)CC(N2CCN(CC3CC3)CC2)CN1C1CCCCC1 (configuration not stated)	6	2	0	18	1	5	6	-9
CN(CCOc1ccccc1)C(=O)C1CCC(=O)N(CCN2CCOCC2)C1 (configuration not stated)	12	-1	1	-11	7	19	2	-1
Cc1ncc([N+](=O)[O-])n1CCOC(=O)C12CC3CC(CC(C3)C1)C2	-1	3	6	-2	5	0	·	0
CCCc1cc(=O)[nH]c(SCC(=O)N(CCOC)c2c(N)n(Cc3ccccc3)c(=O)[nH]c2=O)n1	2	·	2	·	-7	-2	·	-5

Screening results: PubChem BioAssay, Broad Institute
